# Screening data: PubChem BioAssay, National Center for Advancing Translational Sciences (NCATS)
# CXXC DNA block: blocks binding of human MLL CXXC domain to DNA; MLL-CXXC / FITC-HOXA9 DNA fluorescence polarization; Potency, µM (highest dose often 115 µM), inactives show at the highest dose activity change, negative = inhibition, most hits filed as inhibitors; 290,000 compounds, 0.037% hits; AID 2662; active = well fitted inhibition curve with a large enough effect in the polarisation, with a control signal flat, not every such curve was filed as active; inconclusive = small, poorly fitted or top-dose-only effect, or effect the other way, or a change in a side signal; inactive = no such curve, though single readings can be large or run the other way; the % refers to the polarisation; also: potency is read from the fitted curve at half-maximal effect
#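 Fluorescence polarization: 7 uM MLL-CXXC (stock) preincubated 5 min with compounds, then 50 nM fluorescein-HOX-A9 DNA (stock) added; 30 min ambient. Buffer 50 mM Tris-HCl pH 7.5, 50 mM NaCl, 1 mM DTT, 0.05% BSA.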
# TSG101-PTAP inh: blocks PTAP/TSG101 interaction to inhibit HIV-1 budding. Potency, µM (titrated, usually from 115 µM), inactives show top-dose activity change, negative = inhibition, actives largely listed as inhibitors. Fluorescence polarization, FITC-PTAP peptide / Tsg101 binding. Q99816. 340,000 tested, under 10 active; active = well fitted inhibition curve with a large enough effect in the main read-out, with a control signal flat, not every such curve was filed as active; inconclusive = small, poorly fitted or top-dose-only effect, or effect the other way, or a change in a side signal; inactive = no such curve, though single readings can be large or run the other way; also: potency is read from the fitted curve at half-maximal effect; % of control where 0% means no effect
#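 FP read-out: FITC-PTAP peptide, 50 nM final, binding Tsg101 binding domain, 10 uM final; 20 min, r.t.; 10 mM HEPES pH 7.5, 0.15 M NaCl, 0.01% Tween 20, 3 mM EDTA, 0.1 mM TCEP.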
# a7 integrin act: activators of alpha7 integrin expression for muscular dystrophy; alpha7betagal myoblasts, beta-gal FDG fluorescence, 48 h; 350,000 compounds, 0.064% hits; Potency, µM (highest dose often 38.3 µM), inactives show at the top dose activation, actives largely listed as activators; AID 624291;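 also: potency is read from the fitted curve at half-maximal effect; 100% = response of the positive control SU9516; nearly all actives have a fitted effect of over 60% in size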
#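 Alpha7betagal+/- myoblasts (passage 13) were plated 16-24 hr, then exposed to compounds (1:260 dilution of DMSO stock) for 48 hours at 37C. After MPER lysis, β-galactosidase reporter activity was read as FDG fluorescence (ex 480/em 540) after 30 minutes.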
# Mito fusion act: mitochondrial division inhibition or fusion activation. 320,000 compounds, 0.23% hits. Potency, µM (series often up to 46.1 µM), without a hit: at the top dose growth rescue (activation), usual class: activators. S. cerevisiae fusion-defective mutant growth rescue, CellTiterGlo 48 h;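 also: potency is read from the fitted curve at half-maximal effect; % of control where 0% means no effect; nearly all actives have a fitted effect of over 45% in size; temperature-sensitive fusion mutants such as fzo1-1 at 37 °C on non-fermentable ethanol glycerol medium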
#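 S. cerevisiae fusion-defective temperature-sensitive mutants (e.g. fzo1-1, mgm1-5) grown 48 h at 37C in YPEG (ethanol/glycerol non-fermentable) medium with 23 nl compound per well; growth rescue read as CellTiterGlo luminescence.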
# MBNL1-CUG inh: MBNL1-poly(CUG) RNA binding inhibition; Potency, µM (doses to about 57.5 µM), inactives show top-dose activity change, negative = inhibition, most hits filed as inhibitors; Q9NR56; TR-FRET MBNL1-His/biotin-(CUG)12 binding, 665/545 ratio; 280,000 compounds, 0.036% hits; AID 2675; active = well fitted inhibition curve with a large enough effect in the signal ratio, with a control signal flat, not every such curve was filed as active; inconclusive = small, poorly fitted or top-dose-only effect, or effect the other way, or a change in a side signal; inactive = no such curve, though single readings can be large or run the other way; the % refers to the signal ratio; also: potency is read from the fitted curve at half-maximal effect; % is scaled to controls: 0 for no effect and ±100 for the full control effect
# Target sequence (Q9NR56 whole entry, looked up): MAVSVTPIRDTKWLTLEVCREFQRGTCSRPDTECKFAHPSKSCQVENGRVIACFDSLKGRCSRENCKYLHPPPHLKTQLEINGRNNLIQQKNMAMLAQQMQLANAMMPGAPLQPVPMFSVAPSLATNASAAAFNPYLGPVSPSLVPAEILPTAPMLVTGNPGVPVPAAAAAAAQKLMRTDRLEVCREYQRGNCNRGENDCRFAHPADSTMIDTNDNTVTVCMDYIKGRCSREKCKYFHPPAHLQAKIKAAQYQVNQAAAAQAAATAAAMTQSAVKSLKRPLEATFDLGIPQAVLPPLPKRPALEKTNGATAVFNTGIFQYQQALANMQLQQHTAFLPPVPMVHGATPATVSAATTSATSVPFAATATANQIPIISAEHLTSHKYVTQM
#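 TR-FRET between His-tagged MBNL1 and biotin-(CUG)12 RNA, detected with Tb anti-His antibody (0.055 ng/ul) and streptavidin-XL665 (5 nM), 60 min at room temperature. Compounds titrated 92 nM to 58 uM; 665/545 nm ratio normalized to buffer and complex controls.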
# A-T KAP1 phos: potential ataxia-telangiectasia treatment; […] A-T fibroblasts, KAP-1 phosphorylation AlphaLISA; neocarzinostatin DNA damage 30 min before lysis; Potency, µM (top dose mostly 57.5 µM), inactives show at the top dose activation, actives largely listed as activators; 320,000 compounds, 0.19% hits; also: potency is read from the fitted curve at half-maximal effect; % of control where 0% means no effect; nearly all actives have a fitted effect of over 45% in size
#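 hTERT-immortalized A-T patient fibroblasts ([…]), 500 cells/well in OPTI-MEM, 1% FBS, got compounds for 60 min, then NCS for 30 min at 37C. Lysates were then assayed for phospho-KAP-1 by AlphaLISA (anti-pKAP1 donor, anti-KAP1 acceptor beads), 6 hr at 25C.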
# TSHR antagonist: human thyrotropin receptor antagonism; P16473; TSHR-expressing cells, TSH-stimulated cAMP HTRF, 2 h; stronger effect = lower value; activity change, negative = inhibition, % at 11.5 µM; 330,000 compounds, 0.2% hits;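 active = activity change below a set negative limit, meaning inhibition stronger than a set level, cut at about -70% in these data; inconclusive = activity change between two set negative limits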; also: % is scaled to controls: 0 for no effect and ±100 for the full control effect
#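 Cell-based HTRF cAMP assay; TSHR cells + compound, TSH EC80 (4nM final), 2 h, 37 deg C. Lysis with anti-cAMP cryptate and cAMP-d2, 30 min RT, read 665/620 nm.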
# TCR activator: activators of T cell receptors. primary human leukocytes, anti-CD3, IL-2 HTRF, 48 h. Potency, µM (highest dose often 9.22 µM), for the others: at the top dose activation of IL-2 secretion, actives largely listed as activators. 330,000 tested, under 10 active; also: % of control where 0% means no effect
#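 Human primary leukocytes + a-CD3 beads + cpd, 48 hr; IL-2 in supernatant by HTRF (ex 320nm / em 665nm). No co-stimulatory signal supplied.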
# Menin MLL FP TR: menin-MLL binding inhibition, Texas Red mutant peptide | Potency, µM (top dose mostly 61.6 µM), for inactives: at the top dose FP activity change, negative = inhibition, hits mostly inhibitors | O00255 | 270,000 compounds, 0.23% hits | Menin + Texas Red MLL mutant peptide, fluorescence polarization; active = well fitted inhibition curve with a large enough effect in the polarisation, with a control signal flat, not every such curve was filed as active; inconclusive = small, poorly fitted or top-dose-only effect, or effect the other way, or a change in a side signal; inactive = no such curve, though single readings can be large or run the other way; the % refers to the polarisation; also: potency is read from the fitted curve at half-maximal effect; % of control where 0% means no effect; many of its hits are not listed in these tables
# ASM inhibitor: blocks human secretory acid sphingomyelinase; P17405; placental ASM, HMU-PC fluorogenic substrate, 60 min; Potency, µM (highest dose often 57.5 µM), without a hit: at the highest dose activity change, negative = inhibition, usual class: inhibitors; 340,000 compounds, 0.006% hits; AID 504937; also: potency is read from the fitted curve at half-maximal effect
# Target sequence (P17405 47-631 limits assumed): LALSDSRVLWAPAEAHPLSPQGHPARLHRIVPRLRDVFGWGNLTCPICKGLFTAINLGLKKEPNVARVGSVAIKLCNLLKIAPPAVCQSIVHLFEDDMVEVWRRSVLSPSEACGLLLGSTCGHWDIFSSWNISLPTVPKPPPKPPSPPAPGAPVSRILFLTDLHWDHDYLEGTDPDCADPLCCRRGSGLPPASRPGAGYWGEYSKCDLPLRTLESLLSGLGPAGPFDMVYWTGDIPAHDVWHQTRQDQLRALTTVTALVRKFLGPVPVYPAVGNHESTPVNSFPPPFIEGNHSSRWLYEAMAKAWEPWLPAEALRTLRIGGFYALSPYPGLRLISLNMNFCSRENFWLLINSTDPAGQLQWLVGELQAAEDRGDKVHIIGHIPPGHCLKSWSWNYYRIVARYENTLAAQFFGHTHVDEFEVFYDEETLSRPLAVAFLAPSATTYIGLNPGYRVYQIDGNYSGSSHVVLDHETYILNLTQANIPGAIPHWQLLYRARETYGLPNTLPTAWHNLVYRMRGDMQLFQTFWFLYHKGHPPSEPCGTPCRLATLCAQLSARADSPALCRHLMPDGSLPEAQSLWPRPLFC
#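 HMU-PC0 cleavage (9 uM final) by human placental ASM, 60 min at 37 °C following 10 min compound exposure at RT; stopped at pH 10, fluorescence Ex 386/Em 447 nm.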
# * marks the source's active call; other numbers are inactive results; ? = inconclusive; nt = no result given; [ ] = remark or other dose. Unless noted, calls follow the shape of the dose curve; as a rule, active = well fitted curve in the direction sought with a large enough effect; inconclusive = small, poorly fitted or top-dose-only effect, or another doubt; inactive = no such curve, though single readings can be large; an effect the other way counts as inactive or inconclusive. The list is partial. The share of hits here may be higher or lower than overall.
SMILES,CXXC DNA block,TSG101-PTAP inh,a7 integrin act,Mito fusion act,MBNL1-CUG inh,A-T KAP1 phos,TSHR antagonist,TCR activator,Menin MLL FP TR,ASM inhibitor
O=C(Nc1ccccc1F)c1ccc(Br)o1,6%,-2%,9%,-3%,3%,19%,7,-8%,2%[94.6 µM],-4%
O=C(OCC(=O)N1CCOCC1)c1cccc(S(=O)(=O)Nc2ccc(F)cc2)c1,nt,-1%,5%,-1%,nt,-9%,-10,-8%,nt,1%
CCn1cc(/C=C(\NC(=O)c2ccccc2F)C(=O)NCCCN2CCOCC2)c2ccccc21,3%,-1%,13%,-3%,16%,12%,-5,2%,20%,-2%
Cc1cc(C)nc(/N=C(/NC(=O)Nc2cccc(Cl)c2)Nc2ccccc2)n1,5%,0%,17%,0%,-2%,-2%,10,-1%,?,-7%
COc1ccc(CC(=O)N[C@@H](C)C(=O)N2CCC3(CC2)NCCc2[nH]cnc23)cc1,-3%,-6%,-7%,?,2%,2%,-4,-3%,nt,-1%
COc1ccc(CN2CCC3CC2c2cc(-c4cccc(C)c4)ccc23)cc1 (stereo not drawn),nt,-5%,-16%,nt,nt,nt,nt,7%,nt,-9%
CCCCCn1nc(C)c(/C=N/NC(=O)c2ccoc2C)c1C,4%,-11%,24%,0%,?,2%,-10,-5%[46.1 µM],?,0%
O=C(NCc1ccncc1)c1cccc(S(=O)(=O)NCc2ccccc2)c1,9%,-5%,-2%,-5%,-5%,20%,9,1%,nt,0%
CC(C)(C)c1cc(=O)n2c(nc3ccccc32)[nH]1,-1%,-2%,-14%,-1%,-1%,-3%,13,-4%,7%,2%
COc1cc(O)c(C(CC(=O)N2CCCCC2)c2ccc3c(c2)OCO3)c(OC)c1 (stereo not drawn),-3%,nt,-21%,25%,7%,-23%,-11,-8%,-1%,4%
CCCOC(=O)CSc1nc(N)c(C#N)c(CC)c1C#N,7%,-7%,12%,3%,15%,-1%,9,2%,-9%,-1%
COc1ccc(S(=O)(=O)N2CC(O)CC2C(=O)Nc2cccnc2)cc1 (stereo not drawn),-5%,-6%,-8%,7%,nt,0%,8,2%,nt,6%
Cc1cc(N2CCCC2)ccc1NC(=O)COc1ccccc1,nt,-9%,-2%,-6%,nt,-3%,-5,0%,nt,10%
NC(=O)CCC(NC(=O)c1ccc(Cl)cc1)C(=O)O (stereo not drawn),2%,-4%,-6%,-2%,1%,0%,-8,-1%,0%,3%
C/C(CC(=O)NCCCN1CCOCC1)=N\NC(=O)COc1ccc(Cl)cc1,-1%,2%,-4%,0%,-4%,-5%,0,-5%,nt,1%
O=C(NCC(c1ccco1)N1CCc2ccccc2C1)C(=O)Nc1cc(F)ccc1F (stereo not drawn),nt,-2%,-15%,?,nt,3%,-4,2%,nt,-3%
COc1ccc(C(=O)CCNc2ccc3c(c2)OCCO3)cc1,2%,0%,5%,-1%,-3%,-6%,5,-1%,10%,0%
CC(C)(C)S(=O)(=O)c1ccccc1C(=O)O,4%,-2%,11%,-2%,0%,-7%,-7,2%,4%,0%
CCOC(=O)c1ccc(NC(=O)c2cccc3c2C(=O)N(CC2CCCO2)C3)cc1 (stereo not drawn),nt,-2%,?,11%,-7%,22%,-19,10%,30%[activator],-18%
Nc1nc(CN2CCN(c3ccccn3)CC2)nc(Nc2ccc(F)cc2)n1,-2%,-1%,-10%,-2%,-5%,1%,-2,-5%,-6%,1%
CCOc1ccc(CONS(=O)(=O)c2ccc(NC(C)=O)cc2)cc1Cl,8%,1%,-40%,12%,-4%,13%,-5,2%[46.1 µM],18%,-15%
O=C(CN1C(=O)c2ccc([N+](=O)[O-])cc2C1=O)NCCC1=CCCCC1,nt,-1%,2%,0%,nt,3%,-3,-3%,nt,0%
CS(=O)(=O)N1CCN(c2ccccc2NC(=O)Cc2ccc(Cl)cc2)CC1,1%,-8%,-1%,5%,0%,0%,1,0%,2%,4%
CC(=O)C1=NN(c2ccccc2)C(c2ccc3c(c2)OCO3)N1c1ccccc1 (stereo not drawn),11%,-1%,-17%,?,-9%,21%,8,-1%[46.1 µM],-14%,162%[activator]
COc1cc(C2C(C(=O)c3ccc(C)o3)=C(O)C(=O)N2c2cc(C)on2)ccc1O (stereo not drawn),-16%,-4%,23%,1%,?,-13%,0,3%,-2%,2%

# Following part.
SMILES,CXXC DNA block,TSG101-PTAP inh,a7 integrin act,Mito fusion act,MBNL1-CUG inh,A-T KAP1 phos,TSHR antagonist,TCR activator,Menin MLL FP TR,ASM inhibitor
O=c1oc2ccccc2c(Nc2ccccc2)c1CN1CCCCC1,-7%,-1%,-23%,4%,-6%,-5%,0,3%,nt,-4%
C(=N\Nc1nc2ccccc2[nH]1)/c1cccs1,-12%,0%,-8%,-8%,?,10%,-2,0%,?,3%
CC(NC(=O)c1ccc(CS(C)(=O)=O)cc1)c1cccc2ccccc12 (stereo not drawn),13%,-1%,10%,-3%,6%,10%,0,5%,7%,0%
Cc1cc(Cl)c2ccc3ccccc3c2n1,9%,1%,2%,0%,2%,1%,0,5%,10%,2%
CC12CCC(=O)N1C(C(=O)NCCN1C(=O)S/C(=C\c3ccc(OC(F)F)cc3)C1=O)CS2 (stereo not drawn),nt,-7%,7%,0%,nt,-14%,9,0%,nt,nt
CCn1c(=O)cc(SCC(=O)NCc2ccc(C)cc2)c2ccccc21,-3%,-2%,21%,2%,-5%,-6%,4,6%,nt,-2%
Cc1cc(=O)oc2cc(OCC(=O)Nc3cccnc3)ccc12,nt,-1%,-12%,nt,nt,-3%,-14,1%,nt,41%[activator]
Cc1ccc(S(=O)(=O)Oc2cccc(/C=N/Nc3ccc(C(=O)O)cc3)c2)cc1,-13%,-4%,8%,7%,2%,2%,-21,3%,nt,-1%
Cn1c(=O)c2c(SCC(=O)NCc3ccco3)nc(-c3ccccc3Cl)nc2n(C)c1=O,4%,-2%,-24%,0%,10%,4%,-4,5%,?,-4%
CCN(CC)c1ccc2c(Nc3ccccc3)c(C=O)c(=O)oc2c1,6%,1%,1%,3%,-4%,-1%,-5,-1%,-15%,-12%
Cc1cc(C)cc(NC(=O)CCCSc2nc3ccccc3[nH]2)c1,18%,-1%,9%,-1%,-9%,-6%,-7,0%[46.1 µM],8%,-3%
COCCC1CCCCN1C(=O)c1ccc2nc(Cc3ccccc3F)oc2c1 (stereo not drawn),0%,-2%,-8%,0%,-3%,-16%,0,2%,-15%,3%
CC(C)(O)C(=O)N/N=C\c1ccc(OC/C=C/c2ccccc2)cc1,?,0%,9%,4%,3%,4%,1,-6%,1%,2%
Cc1cc(C)cc(NC(=S)NC2CC3CCCC(C2)N3C2CC2)c1 (stereo not drawn),-9%,0%,44%,-11%,-3%,-2%,1,-2%,?,3%
COc1ccc(N(Cc2cc3cccc(C)c3[nH]c2=O)S(=O)(=O)c2ccc(OC)cc2)cc1,7%,-3%,-2%,5%,9%,-1%,-13,2%,23%,-2%
Cc1c(C)c2cc(Cl)c(OCC(=O)NCCCn3ccnc3)cc2oc1=O,1%,-5%,6%,-2%,8%,-4%,-3,1%,nt,-3%
COc1cccc(OCCSc2nnc3sc4ccccc4n23)c1,4%,-1%,25%,26%,1%,8%,-2,-6%,2%,-2%
O=C(CNC(=S)NC(=O)c1ccc(F)cc1)c1ccccc1,5%,1%,5%,1%,-10%,3%,0,0%[46.1 µM],-3%,-1%
O=S1(=O)N=C(N/N=C/C=C/c2ccccc2)c2ccccc21,-24%,0%,-35%,-7%,16%,11%,8,-4%[46.1 µM],7%,-7%
COc1ccc(NC(=O)Cn2nnc(C(=O)Nc3ccccc3C)c2N)cc1,1%,1%,-7%,7%,nt,3%,-12,0%,30%[activator],6%
Cc1cccc(CC2CC(=O)N(c3ncccn3)C2=O)c1 (stereo not drawn),5%,-9%,20%,-1%,4%,10%,1,-4%,-4%,18%
COc1ccccc1N(CC(O)Cn1ccnc1C)S(=O)(=O)c1ccc(C)cc1 (stereo not drawn),6%,-2%,18%,-6%,13%,-1%,-4,1%,-12%,1%
O=S(=O)(/C=C/c1ccccc1)NCCc1ccccn1,1%,-6%,4%,0%,-1%,-5%,-6,4%,2%,-1%
O=C(NCc1ccccc1)C1CCCN1S(=O)(=O)c1ccc(F)cc1 (stereo not drawn),-14%,-2%,2%,1%,-5%,-5%,9,2%,24%,2%
